Screening data from PubChem.
Thrombin inh = human alpha-thrombin inhibitors, primary screen, counter-screen for coagulation protease inhibitor project, biochemical, 1536-well, fluorogenic AMC substrate. Boc-VPR-AMC fluorogenic substrate cleavage. inhibition, % at 5 µM. hit rate 0.26% among 220,000;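 active = inhibition at or above 40%; inactive = inhibition below 40%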;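 also: 0% = enzyme with no compound and 100% = wells without enzyme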
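System: Human alpha-thrombin protein | Medium: pH 7.5 Tris (50 mM) with NaCl 150 mM, Tween 20 0.05% | Times: Enzyme reaction carried out at room temperature | Detection: AMC fluorescence, 355/460 nm | Evaluation: Percent inhibition scaled between no-compound controls and no-enzyme blanks | Benchmarks: Enzyme without compound as high, wells lacking enzyme as low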
Rad51 HR inh = human RAD51 strand exchange inhibitors, primary screen, biochemical, fluorescence. DNA repair protein RAD51 homolog 1 (Homo sapiens), Q06609. hit rate 0.085% among 200,000. inhibition, % at 10 µM. hRad51 DNA strand exchange, fluorescence dequenching;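 active = inhibition above 40% at the single screening dose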;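 also: 0% = DMSO control wells and 100% = blanks with heterologous ssDNA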
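System: human Rad51 nucleoprotein filaments preassembled on unlabelled ssDNA. Reagent: labelled 47-mer dsDNA for strand exchange. Schedule: 30-min compound preincubation and 15-min exchange, both room temperature. Measured by: FRET fluorescence dequenching, excitation 485 nm, emission 520 nm. Read-out: Fluorescence-based percent inhibition, control- and blank-normalised. Benchmarks: plate controls and plate blanks.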
Furin inhibitor = human furin inhibitors, primary screen, biochemical, fluorescence intensity | inhibition, % at 30 µM | purified furin, fluorogenic substrate cleavage | P09958 | hit rate 0.061% among 220,000; in the data active = inhibition above about 25%; also: inactives centre near -15
eIF4E 4G PPI = eIF4E–eIF4G protein interaction inhibitors, primary screen, biochemical, uHTS, TR-FRET, eIF4GI fragment; inhibition, % at 21.7 µM; Eukaryotic translation initiation factor 4E (Mus musculus) + Eukaryotic translation …; hit rate 0.37% among 220,000; TR-FRET eIF4E-eIF4GI(517-606) binding, 2 h;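 also: 0% = full FRET control wells and 100% = background wells lacking eIF4GI fragment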
14-3-3 Bad PPI = inhibitors of 14-3-3 zeta/Bad binding, primary screen, biochemical, TR-FRET, bovine 14-3-3 zeta | 14-3-3 protein zeta/delta (Bos taurus), P63103 | TR-FRET 14-3-3zeta/Dy647-pBad peptide displacement, 1 h | inhibition, % at 21.7 µM | hit rate 0.71% among 220,000 | AID 781, 2007;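 active = inhibition above about 70%, limit read from the data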;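 also: 0% = full 14-3-3 plus peptide FRET controls and 100% = background without 14-3-3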
Target sequence (P63103 whole entry, looked up): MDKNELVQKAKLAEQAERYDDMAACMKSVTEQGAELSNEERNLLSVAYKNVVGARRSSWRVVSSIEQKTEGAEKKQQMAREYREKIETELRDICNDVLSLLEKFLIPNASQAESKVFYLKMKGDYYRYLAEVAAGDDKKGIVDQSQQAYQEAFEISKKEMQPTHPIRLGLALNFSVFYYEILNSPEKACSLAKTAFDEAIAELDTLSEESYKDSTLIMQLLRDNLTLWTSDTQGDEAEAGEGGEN
p47phox inh = p47phox/p22phox peptide binding inhibitors, primary screen, biochemical, uHTS, NADPH oxidase regulatory subunit; fluorescence polarization, 2 h; inhibition, % at 24.7 µM; hit rate 0.53% among 220,000; AID 1274, 2008;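 also: 0% = p47phox with labelled peptide and 100% = labelled peptide alone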
Target sequence (P14598 whole entry, looked up): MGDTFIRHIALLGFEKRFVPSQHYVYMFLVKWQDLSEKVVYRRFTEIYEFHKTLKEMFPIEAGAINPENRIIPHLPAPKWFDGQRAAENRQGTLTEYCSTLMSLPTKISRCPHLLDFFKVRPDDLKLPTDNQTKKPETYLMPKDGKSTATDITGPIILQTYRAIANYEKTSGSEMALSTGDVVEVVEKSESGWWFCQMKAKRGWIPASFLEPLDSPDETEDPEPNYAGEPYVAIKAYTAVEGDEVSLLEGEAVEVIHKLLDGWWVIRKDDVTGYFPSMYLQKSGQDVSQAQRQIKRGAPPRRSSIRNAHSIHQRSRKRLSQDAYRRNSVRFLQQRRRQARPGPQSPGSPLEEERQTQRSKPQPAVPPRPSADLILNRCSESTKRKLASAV
KLK5 inh = human KLK5 protease inhibitors, primary screen, biochemical, 1536-well. hit rate 0.59% among 210,000. AID 873, 2007. recombinant hK5, fluorogenic AMC substrate cleavage. Kallikrein-5 (Homo sapiens), Q9Y337. inhibition, % at 5 µM;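 active = inhibition of 40% or more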;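 also: 0% = enzyme controls without compound and 100% = no-enzyme blanks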
Target sequence (Q9Y337 67-293 limits assumed): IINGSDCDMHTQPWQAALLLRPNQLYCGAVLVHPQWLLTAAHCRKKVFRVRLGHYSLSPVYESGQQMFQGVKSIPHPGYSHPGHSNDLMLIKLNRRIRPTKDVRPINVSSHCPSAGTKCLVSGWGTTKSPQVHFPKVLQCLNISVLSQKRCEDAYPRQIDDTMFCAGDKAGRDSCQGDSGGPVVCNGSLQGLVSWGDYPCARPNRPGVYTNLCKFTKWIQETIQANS
Cl transport mod = KCC2 cotransporter modulators, thallium flux, primary screen, cell-based, HEK293 KCC2, FluoZin-2 fluorescence, MLSMR | Solute carrier family 12 member 5 (Homo sapiens), Q9H2X9 | hit rate 2.2% among 190,000 | B-score of Tl+ flux slope (higher = more flux/activation; lower = inhibition) at 10 µM | KCC2 cells, thallium flux FluoZin-2 fluorescence | AID 1456, 2008;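 active = thallium flux slope and its plate-corrected score both differing from the plate sample mean at a set confidence after two filtering rounds, in either direction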;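 also: slope of fluorescence scaled to starting intensity during 10 to 20 s after thallium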
EBV gp42 block = Epstein-Barr virus gp42 inhibitors, primary screen, biochemical, uHTS, fluorescence polarization; Glycoprotein 42 (Epstein-Barr virus (strain AG876)), Q1HVG2; Fluorescence polarization binding assay, mP read-out; inhibition, % (tested at 21.74 µM); hit rate 0.42% among 220,000; AID 1085, 2008; in the data active = inhibition above about 50%
Target sequence (Q1HVG2 whole entry, looked up): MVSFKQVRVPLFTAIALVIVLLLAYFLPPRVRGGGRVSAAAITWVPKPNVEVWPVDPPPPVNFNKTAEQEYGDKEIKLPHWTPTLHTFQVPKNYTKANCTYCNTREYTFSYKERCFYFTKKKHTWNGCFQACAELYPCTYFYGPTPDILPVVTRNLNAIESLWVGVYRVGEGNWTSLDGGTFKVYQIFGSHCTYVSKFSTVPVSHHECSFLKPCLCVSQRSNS
Active calls of the source: *; / = no result given; & = joins results of further samples; [ ] = remark or other dose.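 The calls were made as follows, unless noted: active = inhibition above about 30% (limit read from the data); inactive = the rest.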

Abbreviations – A = Thrombin inh; B = Rad51 HR inh; C = Furin inhibitor; D = eIF4E 4G PPI; E = 14-3-3 Bad PPI; F = p47phox inh; G = KLK5 inh; H = Cl transport mod; I = EBV gp42 block
CCc1nnc(NC(=O)c2cnccn2)s1
  A: 2	B: -7	C: -13[20 µM]	D: -8	E: 42	F: -3	G: -6	H: 0.67	I: 3

Cc1noc(C)c1COc1cccc(C(=O)OCCOc2ccc(F)cc2)c1
  A: 4	B: -5	C: 4	D: -12	E: -13	F: -18	G: -20	H: -0.31	I: -20

Cc1nc2c(C#N)c[nH]n2c(=O)c1CCO
  A: -8	B: 12	C: -24	D: -11	E: -1	F: 2	G: -4	H: /	I: 1

O=C(CNS(=O)(=O)c1ccc(F)cc1)Nc1ccc(C(F)(F)F)cc1
  A: 3	B: -2	C: -8[20 µM]	D: 3	E: -6	F: -6	G: 3	H: -0.05	I: -15

CCOC(=O)Nc1sc2c(c1C#N)CCC(C)C2 (stereo not drawn)
  A: -3	B: -3	C: -12	D: 5	E: 66	F: -15	G: 4	H: -0.022	I: -21

CC(=O)Nc1ccc(C(=O)NNC(=O)CCc2ccccc2)cc1
  A: -7	B: -6	C: -27[20 µM]	D: 3	E: -1	F: -11	G: -3	H: -0.19	I: -11

CC(C)NS(=O)(=O)c1ccc(CCC(=O)N2CCCCC2)cc1
  A: -6	B: 1	C: -9	D: 3	E: -2	F: -3	G: 3	H: 0.42	I: -13

[O-][n+]1onc2c1CCc1c-2nn(-c2ccccc2Cl)[n+]1[O-]
  A: -15	B: 2	C: -27	D: 6	E: -5[fluorescence artefact?]	F: 5	G: -7	H: -0.16	I: 2

CCOc1nc(S(=O)(=O)c2ccc(C)cc2)c(Cl)s1
  A: 3	B: -1	C: -24	D: -1	E: -5	F: -8	G: 10	H: -0.33	I: -15

CC(=O)N1CCCc2cc(S(=O)(=O)NC(C(=O)NCc3ccc(C)cc3)C(C)C)ccc21 (stereo not drawn)
  A: 4	B: 4	C: -19	D: 6[fluorescence artefact?]	E: 1	F: -5	G: -6	H: /	I: -2

More compounds
Abbreviations – A = Thrombin inh; B = Rad51 HR inh; C = Furin inhibitor; D = eIF4E 4G PPI; E = 14-3-3 Bad PPI; F = p47phox inh; G = KLK5 inh; H = Cl transport mod; I = EBV gp42 block
COC(=O)c1c(NC(=O)C2(C)Cc3ccccc3C(=O)O2)sc2c1CCCC2 (stereo not drawn)
  A: 1	B: -5	C: -12	D: 4	E: -1	F: -13	G: 11	H: /	I: -16

CC1(C)CC(=O)C(C=NCCN2CCN(CC(=O)Nc3ccccc3)CC2)=C(O)C1
  A: -1	B: /	C: -14	D: -1	E: -7	F: -17	G: -6	H: 0.16	I: -10

CCOC(=O)c1cc2c(=O)n3ccccc3nc2n(C(C)C)c1=NC(=O)c1ccco1
  A: -11	B: 13	C: -101	D: 2	E: -1	F: 2	G: -4	H: -1.5	I: 7

COc1cc(S(=O)(=O)NC2CCCCC2)ccc1Cl
  A: 2	B: 12	C: -4[20 µM]	D: 1	E: -4	F: -6	G: -25	H: 0.63	I: -13

CN(C(=O)CSc1nnc(NC2CCCCC2)s1)C1CCS(=O)(=O)C1 (stereo not drawn)
  A: 4	B: -7	C: -19	D: -16[fluorescence artefact?]	E: 0[fluorescence artefact?]	F: -3	G: -16	H: /	I: -32

Cc1cc(C)cc(N(C(C)C(=O)NC2CCCC2)S(C)(=O)=O)c1 (stereo not drawn)
  A: -2	B: 7	C: -20[20 µM]	D: -1	E: 1	F: 4	G: 5	H: 0.49	I: -19

CC1(C)CC2CC(C)(CN2C(=O)COC(=O)c2ccc(Cl)c(N)c2)C1 (stereo not drawn)
  A: 4	B: -9	C: -5[20 µM]	D: 3	E: 0	F: -9	G: -6	H: -0.12	I: -8

CCC(=O)c1c[nH]c(C(=O)NCCCn2ccnc2)c1
  A: 5	B: 0	C: -9[20 µM]	D: -4	E: 10	F: -5	G: -17	H: /	I: 5

CCN(CC)CCCNC(=O)c1cc(-c2ccc(Cl)c(Cl)c2)on1
  A: 1	B: -2	C: -15	D: -6	E: -4	F: -10	G: -22	H: -0.56	I: -13

CCN(CCCNC(=O)CNC(=O)Cn1cnc2ccccc2c1=O)c1cccc(C)c1
  A: -1	B: 21	C: -19	D: 4	E: -3	F: 0	G: 16	H: 0.77	I: -14

(further entries)
Abbreviations – A = Thrombin inh; B = Rad51 HR inh; C = Furin inhibitor; D = eIF4E 4G PPI; E = 14-3-3 Bad PPI; F = p47phox inh; G = KLK5 inh; H = Cl transport mod; I = EBV gp42 block
Cc1cc(Cl)cc(C)c1OCCCCN1CCOCC1
  A: 3	B: 3	C: -7[20 µM]	D: 7	E: 28	F: -1	G: 3	H: /	I: -14

O=C(CSc1ncc(-c2ccc(F)cc2)n1Cc1ccco1)Nc1nccs1
  A: -2	B: -4	C: -20	D: 10	E: 24	F: -34	G: -11	H: /	I: -20

O=C(c1cc2cc([N+](=O)[O-])ccc2s1)N1CCCCC1
  A: 4	B: 10	C: -8	D: 7	E: -13	F: -4	G: -11	H: -0.7	I: -3

CC(C)OC(=O)CSc1ncnc2c1cnn2-c1ccccc1
  A: 2	B: -6	C: -20	D: 3	E: -1	F: -9	G: -3	H: -0.61	I: -8

CCN(CC)c1ccc(NC(=O)CN2CCN(c3ccc(F)cc3)CC2)cc1
  A: -9	B: 0	C: -15	D: -1	E: 3	F: 1	G: -3	H: 0.45	I: -7

Fc1ccc(C2=CC(c3ccco3)n3ncnc3N2)cc1 (stereo not drawn)
  A: -2	B: /	C: -29	D: 2	E: -2	F: -9	G: -20	H: 0.033	I: 26

CC(=O)Nc1ccc2c(c1)CCCC2
  A: -1	B: -8	C: -11	D: -1	E: -2	F: -10	G: -2	H: -0.36	I: -8

O=C(COC(=O)[C@@H]1CCCN1S(=O)(=O)c1ccccc1F)Nc1ccc(OC(F)F)cc1
  A: /	B: -5	C: -27	D: -3	E: 2	F: -18	G: 1	H: -0.3	I: -14

COc1ccc(C(CC(=O)c2ccc(C)cc2)C(C#N)C#N)cc1OC (stereo not drawn)
  A: -4	B: 1	C: -19	D: 11	E: -24[fluorescence artefact?]	F: -12	G: -17	H: -0.24	I: -2

COC(=O)c1c(C)nn(-c2ccccc2)c1-n1cccc1
  A: 41*	B: 1	C: -8[20 µM]	D: 10	E: -3	F: -10	G: 33	H: -0.52	I: -7

Next section
Abbreviations – A = Thrombin inh; B = Rad51 HR inh; C = Furin inhibitor; D = eIF4E 4G PPI; E = 14-3-3 Bad PPI; F = p47phox inh; G = KLK5 inh; H = Cl transport mod; I = EBV gp42 block
CCOC(=O)c1cc(-c2ccccc2)sc1NC(=O)COC
  A: -14	B: 1	C: -18	D: -3	E: -6	F: -5	G: -5	H: 0.67	I: 6

O=C(C1CCCN(S(=O)(=O)c2cccc3nsnc23)C1)N1CC=C(c2ccccc2)CC1 (stereo not drawn)
  A: 4	B: 2	C: -11	D: -2	E: 3	F: -11	G: -7	H: -2.9	I: -9

O=c1c2ccccc2nc(/C=C/c2c[nH]c3ccccc23)n1-c1ccc([N+](=O)[O-])cc1
  A: 2	B: 12	C: -15	D: 2	E: -3[fluorescence artefact?]	F: 3	G: 1	H: -0.064	I: -1

COc1ccc(C)cc1NC(=O)CC(NC(C)=O)c1ccccc1 (stereo not drawn)
  A: 0	B: -19	C: 3	D: -1	E: 6	F: -8	G: 7	H: 0.16	I: -11

COc1ccc(Br)cc1/C=N/NC(=O)c1ccco1
  A: -10	B: 2	C: -7	D: -3	E: 12	F: -2	G: 2	H: -1.9	I: 2

O=[N+]([O-])c1ccc(SCCc2ccncc2)cc1
  A: -4&-7	B: 12	C: -19&-17	D: 2&1	E: 2&6	F: 1&-7	G: -2&-1	H: -1.1&0.44	I: -25&-34

O=[N+]([O-])c1ccc(/C=N/Nc2nc(N3CCCCC3)nc(N3CCCCC3)n2)o1
  A: -3	B: 2	C: 3[20 µM]	D: 7[fluorescence artefact?]	E: -17[fluorescence artefact?]	F: -16	G: -5	H: -1.5	I: 1

Cc1oc(-c2cccs2)nc1CN1CC[C@@](O)(c2ccccc2)[C@H]2CCCC[C@@H]21
  A: -2	B: -29	C: -16	D: 2	E: -3	F: -11	G: /	H: /	I: 0

COc1ccc(Cl)cc1C(=O)C1CCCN(Cc2cnc(N3CCOCC3)s2)C1 (stereo not drawn)
  A: 2	B: 13	C: -27	D: 4	E: 3	F: 47*	G: 1	H: -1.3	I: -8

CC1CC(Nc2ccccc2)=CC(=O)O1 (stereo not drawn)
  A: 3	B: -1	C: -10[20 µM]	D: 6	E: -5	F: -6	G: -10	H: 0.086	I: -21

(next part)
Abbreviations – A = Thrombin inh; B = Rad51 HR inh; C = Furin inhibitor; D = eIF4E 4G PPI; E = 14-3-3 Bad PPI; F = p47phox inh; G = KLK5 inh; H = Cl transport mod; I = EBV gp42 block
O=C(NCC(O)c1ccccc1)c1ccccc1 (stereo not drawn)
  A: 1	B: 31	C: -18	D: 3	E: -6	F: -16	G: -1	H: 1.5	I: -10

c1ccc(-c2nc3c(ccc4ccccc43)[nH]2)nc1
  A: -5	B: 0	C: -37[20 µM]	D: 3	E: 0	F: -20	G: -26	H: -1.5	I: -6

CC(=O)Nc1cccc(OCC(=O)NCCC2=CCCCC2)c1
  A: -8	B: -1	C: -26	D: 1	E: -12	F: -8	G: 5	H: -0.0028	I: -6

Cc1ccc(S(=O)(=O)N2c3ccccc3OCC2c2ccccc2)cc1 (stereo not drawn)
  A: -2	B: -3	C: -8[20 µM]	D: 2	E: 7	F: -7	G: 14	H: /	I: 7

COC(=O)c1ccc(C(=O)OC)c(NC(=S)N2CCN(C)CC2)c1
  A: 0	B: 2	C: -21	D: 0	E: -10	F: -8	G: 0	H: -0.082	I: 13

O=C(Nc1nc2ccc([N+](=O)[O-])cc2s1)c1ccncc1
  A: -2	B: 6	C: -23	D: -2	E: 53	F: -48	G: 1	H: 0.25	I: 40

N#Cc1c(N)n[nH]c1-c1cc2c([nH]1)CCCC2
  A: 8	B: -6	C: -24[20 µM]	D: 1	E: -11	F: -1	G: 8	H: 0.022	I: -1

Reprinted at random: three entries already listed
Abbreviations – A = Thrombin inh; B = Rad51 HR inh; C = Furin inhibitor; D = eIF4E 4G PPI; E = 14-3-3 Bad PPI; F = p47phox inh; G = KLK5 inh; H = Cl transport mod; I = EBV gp42 block
c1ccc(-c2nc3c(ccc4ccccc43)[nH]2)nc1
  A: -5	B: 0	C: -37[20 µM]	D: 3	E: 0	F: -20	G: -26	H: -1.5	I: -6

Cc1ccc(S(=O)(=O)N2c3ccccc3OCC2c2ccccc2)cc1 (stereo not drawn)
  A: -2	B: -3	C: -8[20 µM]	D: 2	E: 7	F: -7	G: 14	H: /	I: 7

COC(=O)c1ccc(C(=O)OC)c(NC(=S)N2CCN(C)CC2)c1
  A: 0	B: 2	C: -21	D: 0	E: -10	F: -8	G: 0	H: -0.082	I: 13

Random draw from the library; any-hit rate near 4.7%.
